# MITF inh – inhibitors of human MITF; AlphaScreen MITF homodimerization, bead proximity signal; AID 1259374; inhibition, % at 2.6 µM; hit rate 0.91% among 650,000; O75030; in the data active = inhibition above about 50%;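 also: 0% = vehicle wells with protein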
# GPR151 ag – activates the human receptor GPR151; PathHunter beta-arrestin GPR151 cells, luminescence; hit rate 1% among 650,000; Q8TDV0; activation, % at 11.2 µM; in the data active = activation above about 4.9%;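 also: 0% = median of compound wells and 100% = cells with positive control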
# Target sequence (Q8TDV0 whole entry, looked up): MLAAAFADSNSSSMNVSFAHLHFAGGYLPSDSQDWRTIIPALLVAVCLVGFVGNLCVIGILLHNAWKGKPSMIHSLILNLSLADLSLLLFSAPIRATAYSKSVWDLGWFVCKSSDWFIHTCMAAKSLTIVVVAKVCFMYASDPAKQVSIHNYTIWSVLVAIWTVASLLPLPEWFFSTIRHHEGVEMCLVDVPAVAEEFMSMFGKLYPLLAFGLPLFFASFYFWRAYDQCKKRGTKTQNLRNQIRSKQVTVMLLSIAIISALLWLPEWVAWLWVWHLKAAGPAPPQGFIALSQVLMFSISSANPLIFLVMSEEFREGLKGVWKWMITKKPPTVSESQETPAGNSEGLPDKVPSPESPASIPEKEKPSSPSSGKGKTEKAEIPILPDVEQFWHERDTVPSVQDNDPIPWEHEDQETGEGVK
# FBW7 activator – activators of human E3 ligase FBW7; Q969H0; AlphaScreen FBW7–phospho-cyclin E peptide binding, activator screen; normalized activity (activation), % at 26.1 µM; hit rate 0.13% among 650,000; AID 1259310; in the data active = normalized activity above about 1.9%;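 also: purified mutant Fbw7 with reduced substrate affinity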
# Target sequence (Q969H0 whole entry, looked up): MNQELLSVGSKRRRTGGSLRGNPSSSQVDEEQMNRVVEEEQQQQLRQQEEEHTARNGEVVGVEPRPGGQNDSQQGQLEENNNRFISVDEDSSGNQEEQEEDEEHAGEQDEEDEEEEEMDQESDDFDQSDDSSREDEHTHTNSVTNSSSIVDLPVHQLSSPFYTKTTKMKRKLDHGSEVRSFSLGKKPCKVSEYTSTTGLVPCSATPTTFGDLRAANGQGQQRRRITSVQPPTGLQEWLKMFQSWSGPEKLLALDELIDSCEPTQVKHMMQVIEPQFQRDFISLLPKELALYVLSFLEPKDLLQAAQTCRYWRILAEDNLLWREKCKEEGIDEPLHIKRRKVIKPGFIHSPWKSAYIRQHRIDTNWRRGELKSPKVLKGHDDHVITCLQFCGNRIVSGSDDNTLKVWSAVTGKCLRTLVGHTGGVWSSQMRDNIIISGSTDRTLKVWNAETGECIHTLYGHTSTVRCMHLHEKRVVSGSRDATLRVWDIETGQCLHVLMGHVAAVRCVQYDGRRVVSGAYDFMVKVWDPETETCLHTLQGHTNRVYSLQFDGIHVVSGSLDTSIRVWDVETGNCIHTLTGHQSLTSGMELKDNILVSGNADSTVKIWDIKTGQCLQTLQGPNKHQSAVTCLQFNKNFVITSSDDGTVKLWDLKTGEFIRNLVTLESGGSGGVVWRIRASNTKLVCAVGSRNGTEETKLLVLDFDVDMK
# TEAD-YAP inh – TEAD-YAP interaction inhibition; HEK-TIYL cells, TEAD-Gal4/YAP UAS-luciferase luminescence; inhibition, % at 9.12 µM; hit rate 1.4% among 640,000; in the data active = inhibition above about 32%;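 also: 0% = median of test compound wells and 100% = reference inhibitor wells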
# Numbers without * were called inactive; & = joins results of further samples; ! = not active in a repeat.
SMILES,MITF inh,GPR151 ag,FBW7 activator,TEAD-YAP inh
CC1CCCN(S(=O)(=O)c2ccc(F)c(C(=O)NCCCN3CCOCC3)c2)C1 (stereo unspecified),12,-0.1,-0.1,-1
CCCCOC(=O)c1ccc(Nc2cc(C)nc3ccccc23)cc1,6,2.1,0.2,-5
Cc1c(C(=O)N2CCCCC2CO)sc2ncnc(NCc3ccc4c(c3)OCO4)c12 (stereo unspecified),-18,0.6,0.1,2
COc1ccc(CCNC(=O)c2sc3nc(C)nc(N4CCN(C)CC4)c3c2C)cc1OC,1,-0.8,-0.1,-15
CC1=NNC(=O)C1CCC(=O)N/N=C(\C)c1ccc(N)cc1 (stereo unspecified),-3,2.0,0.0,-54
CCOC(=O)c1c(NC(=O)Cn2c(=O)oc3ccccc32)sc2c1CCCC2,12,0.0,0.1,1
O=C(OCc1nc2ccccc2c(=O)[nH]1)c1cccs1,5,0.4,0.0,-11
O=C(CO/N=C/c1ccccc1O)NC1CCCCC1,-4,-1.9,0.1,-9
NC(=S)NNC(=O)c1ccc(Br)cc1,9,1.7,-0.5,-17
CC(C)NC(=O)CCC1Nc2c3ccccc3nc(=S)n2C1=O (stereo unspecified),1,0.0,-0.1,-5
Cc1ccc(S(=O)(=O)n2nc(C)cc2N)cc1,12,-0.9,0.0,3
O=C(Nc1ccc(OC(F)(F)F)cc1)c1cnn2c1NC(c1ccco1)CC2C(F)(F)F (stereo unspecified),7,0.4,0.0,-9
COC(=O)N/N=C\c1ccc(-c2ccc(Br)cc2)o1,3,0.0,0.9,0
CCOC(=O)c1cc(=N)n(CCCN2CCOCC2)c2nc3ccc(C)cn3c(=O)c12,6,-1.0,-0.2,-14
CC1=C(Cl)/C(=N\S(=O)(=O)c2cccc([N+](=O)[O-])c2)C(Cl)C(C)(Cl)C1=O (stereo unspecified),11,0.3,0.0,3
c1ccc(-c2n[nH]c(-c3ccccc3)c2-c2ccccc2)cc1,10,-1.2,0.1,-6
CCOc1cccc(-c2nc(C(N)=O)c3[nH]c(=O)n(-c4cccc(C)c4)c3n2)c1O,1,-1.8,-0.1,15
CC(C)OC(=O)COc1ccc2c(=O)c(Oc3ccc(C(C)(C)C)cc3)c(C(F)(F)F)oc2c1,-10,0.8,-0.1,19
Cc1ccc(C(=O)N/C(=C\c2cccc([N+](=O)[O-])c2)C(=O)NCc2ccncc2)cc1,15,-1.0,0.0,3
Cc1cccc(N2CCN(S(=O)(=O)c3cc(C(=O)Nc4cc(Cl)cc(Cl)c4)ccc3F)CC2)c1C,5,0.1,0.0,1
CCOC(=O)c1c(NC(=O)CSc2nnc(CNC(=O)c3ccco3)n2-c2cccc(C(F)(F)F)c2)sc2c1CCCC2,-2,0.0,-0.1,-7
Cc1occc1C(=O)NNC(=O)c1sc2ccccc2c1Cl,11,-4.0,0.2,-29
Cn1nc(C(C)(C)C)cc1C(=O)N[C@H]1C[C@H]2C(=O)N[C@@H](Cc3ccc(Cl)cc3)C(=O)N2C1,-1,1.9,-0.1,14
Cc1nc2sc(C(c3ccccc3F)N3CCC4(CC3)OCCO4)c(O)n2n1 (stereo unspecified),0,-0.1,0.0,12
COc1cc(S(=O)(=O)NCc2ccccn2)ccc1Br,7,0.2,0.2,1
CC(=O)Nc1ccc(C(=O)NNC(=O)Cc2ccccc2)cc1,9,0.1,0.1,-1
Cc1cccc(NC(=O)/C(=C\c2ccc(C)o2)NC(=O)c2cccc(Cl)c2)c1,10,2.5,-0.1,-1
COc1cccc(/C=C(\C#N)c2nc3ccccc3[nH]2)c1OCC(=O)O,0,-1.2,-0.2,-14
COc1ccc(NC(=O)COC(=O)c2cc(=O)c3ccccc3o2)cc1,15,1.0,0.2,1
O=C(CNS(=O)(=O)c1ccc2c(c1)OCCO2)c1ccc(Cl)cc1,19,0.4,0.1,6
COc1nn(C)cc1C(=O)N1CCC(C(=O)NCc2c(F)cccc2F)CC1,20,0.4,0.6,6
CC(=O)Nc1ccc(NS(=O)(=O)c2ccc(C(C)(C)C)cc2)cc1,5,1.0,0.0,2
CC(C)NC(=O)CSc1nnc(CNc2ccc(F)cc2)n1CC1CCCO1 (stereo unspecified),6,0.5,-0.1,3
Cc1cccc(NC(=O)c2ccn(C(=O)Oc3ccccc3)n2)n1,14,-0.9,0.1,-23
COc1ccc(OCCC(=O)Nc2ccc(S(N)(=O)=O)cc2)cc1,-1,1.3,0.1,9
Cc1c(C#N)c([N+](=O)[O-])nn1Cc1cccc(C(F)(F)F)c1,-18,0.3,-0.1,0
CN=C1S/C(=C\c2ccc(O)c(Br)c2)C(=O)N1C,3,-4.5,0.0,7
O=c1c(NCc2ccccc2)c(-c2ccc(Cl)cc2)c1=O,10,3.1,-0.2,4
Cc1ccc(NC(=O)c2cccn(C)c2=O)cc1N1CCCC1=O,-7,-0.9,0.0,-2
Cc1nc(N/N=C/c2ccccc2O)cc(-c2ccccc2)n1,33,-2.2,0.4,8
CCOc1ccc(/C=N\NC(=O)Cc2nnc(N)s2)cc1O,21,0.8,0.0,11
CCCNC(=O)CS(=O)Cc1nc(-c2ccccc2C)oc1C (stereo unspecified),-9,-0.9,-0.1,0
Cc1ccccc1CN[C@H]1C[C@H]2C(=O)N[C@H](C(C)C)C(=O)N2C1,13,0.2,0.1,10
CS(=O)(=O)N1CCc2cc(C(=O)Nc3ccc(O)cc3)ccc21,3,2.7,-0.1,12
C=CCNC(=O)CSc1nnc(-c2ccc(C)cc2)o1,-14,-0.4,0.0,-7
CC(C)CCN1C(=O)c2ccc(C(=O)Nc3cc(C(=O)O)cc(C(=O)O)c3)cc2C1=O,-4,-0.5,0.0,-5
COc1ccc(C(CC(=O)Nc2cccc(F)c2)N2Cc3ccccc3C2=O)cc1OC (stereo unspecified),-9,-0.1,0.8,-8
CCOc1ccc(S(=O)(=O)Nc2cccc(-c3ccc4nncn4n3)c2)cc1,14,9.8*,0.1,39*
CCOc1ccc(C2NC(=O)NC(C)=C2C(=O)OCC2CCCO2)cc1 (stereo unspecified),1,-0.3,0.1,-3
Nc1ccnc(N2CCC(N3CCOCC3)CC2)n1,-11,-1.4,-0.1,1

# More structures
SMILES,MITF inh,GPR151 ag,FBW7 activator,TEAD-YAP inh
CCSc1nc2c(c(=O)[nH]1)C(c1cccnc1)C(C(=O)OC)=C(C)N2 (stereo unspecified),7,-1.2,0.0,1
O=C(CCn1[nH]c(=O)c2ccccc2c1=O)ON1CCOCC1,6,-0.6,-0.1,-3
N#C/C(=C/c1ccc(OCC(N)=O)cc1)c1nc2ccccc2[nH]1,8,0.3,-0.2,-32
CCOC(=O)CSc1ccc(C(=O)NCc2ccco2)cc1[N+](=O)[O-],-8,-1.1,0.0,1
O=C(COc1ccc(I)cc1)N/N=C/c1cccc(Cl)c1,2,0.4,0.9,6
C=CCNC(=O)CSc1ncc(-c2ccccc2)n1CC1CCCO1 (stereo unspecified),4,-0.3,0.0,-5
Cc1ccc(OCCN2CC(C)OC(C)C2)c(C)c1 (stereo unspecified),41,-0.1,-0.1,2
Cc1cc(C)c(/C=C2\C(=O)Nc3ccccc32)[nH]1,2&-7,5.2*!,0.4,-8
CCc1ccc(-n2ncc(C(=O)NC(C)C)c2-n2cccc2)cc1,-1,-1.4,-0.1,3
COc1ccc(S(=O)(=O)N2CCCC2)cc1[N+](=O)[O-],-3,-1.4,-0.1,-17
CCCCn1c(SCc2ccc(F)cc2Cl)nc2ccsc2c1=O,-9,-0.6,-0.1,-4
Cc1cc(Br)cc(/C=N/NC(=O)CNC(=O)c2ccc(Cl)cc2)c1O,-1,0.0,0.0,3
Cc1ccc(CN2CCNC(=O)C2CC(=O)NCCc2cn3ccsc3n2)o1 (stereo unspecified),12,-0.1,0.1,6
Oc1ccc(/C=N/Nc2nn[nH]n2)c(O)c1O,95*,0.0,-1.2,4
O=C(Cn1cc2c(n1)CCCC2)NCc1ccccn1,7,0.3,-0.8,-2
Cc1ccc(NC(=O)CSc2nnc(C3CC3)n2CC2CCCO2)c(C)c1 (stereo unspecified),-5,-0.5,-0.1,13
CS(=O)(=O)N(CC(=O)N1CCN(c2ccccc2F)CC1)c1cccc2ccccc12,-1,-0.1,0.0,20
Cc1cccnc1C1(O)CCN(C(=O)c2cscn2)CC1,3,-0.7,0.2,-8
Cc1ccccc1-c1cnnc(N2CCC(c3nc4ccccc4[nH]3)CC2)n1,-13,-2.6,-0.1,-6
Cc1ccc(N2C(=O)CC(NCCc3cccc(Cl)c3)C2=O)cc1 (stereo unspecified),14,0.1,0.1,-2
NC(=O)CSc1ccc2nnc(-c3cccnc3)n2n1,16,-1.5,1.3,8
O=C(CCCO)N/N=C/c1ccc(O)c(O)c1,13,0.3,-0.1,-1
CC(C)Oc1ccc(COC2C(C3COC(C)(C)O3)OC3OC(C)(C)OC32)cc1 (stereo unspecified),-3,-0.2,0.1,13
CCOc1cc(/C=c2\sc3nc4ccccc4n3c2=O)ccc1OC(=O)c1ccccc1,1,0.4,-0.1,8
Cc1ccc(CNC(=O)CCC2CCCN(C(=O)NCCc3ccccc3)C2)o1 (stereo unspecified),10,-0.2,0.1,-33
CCOCCCNc1nc2c([nH]1)c(=O)n(C)c(=O)n2C,-17,-0.8,-0.1,0
Cc1ccccc1C(=O)Nc1ccc([N+](=O)[O-])cc1Cl,-3,2.7,0.0,-16
O=C(CCCCCN1C(=O)c2ccccc2C1=O)Nc1cccc(C(=O)Nc2cccc(Cl)c2)c1,17,-1.1,0.1,6
Cc1ccc(OC(C)C(=O)Nc2sc3c(c2C(N)=O)CCC3)cc1C (stereo unspecified),2,1.2,-0.2,6
O=C(N/N=C/c1c(O)n(-c2ccccc2C(F)(F)F)c(=O)c2ccccc12)C(F)(F)F,4,1.0,-0.1,6
Cn1cnnc1SC1c2cccc3cccc(c23)C1NS(=O)(=O)c1ccc(Cl)cc1 (stereo unspecified),-1,-0.4,-0.1,8
COc1cc(C(=O)N2CCN(c3cccc(Cl)c3)CC2)c([N+](=O)[O-])cc1OC,7,-0.2,0.1,8
C#CCN1C(=O)C(O)(CC(C)=O)c2ccccc21 (stereo unspecified),-4,-0.3,0.1,7
Cc1c(C(=O)O)cnc2cc(-c3ccccc3)nn12,2,-8.0,-0.1,-11
COc1ccc(/C(O)=C2\C(=O)C(=O)N(c3ccccn3)C2c2cccc(Oc3ccccc3)c2)cc1 (stereo unspecified),21,3.4,0.0,8
COc1cc(C2Nc3ccccc3S(=O)(=O)N2Cc2ccccc2)cc(OC)c1OC (stereo unspecified),-2,-1.8,0.2,0
COc1cccc(CNS(=O)(=O)c2ccc(-c3ccnc4[nH]ccc34)cc2)c1,-8,1.8,-0.1,-16
COC(=O)c1c(NC(=O)COc2ccc(Br)cc2Br)sc2c1CCCC2,17,-1.0,0.3,3
COc1cc(Cl)c(CN2CCc3nncn3CC2)cc1OC,-4,0.2,-0.1,-1
Cn1c(SCC(=O)NC2CCCCC2)nc2sc3c(c2c1=O)CCCC3,9,0.0,0.5,-3
N#Cc1cc(N2CCCC2)c([N+](=O)[O-])cc1C#N,14,-1.0,0.0,-2
CCCCOCCCNCC(=O)Nc1ccc(OCC)cc1,30,-0.6,-0.1,10
COc1ccccc1CNC(=O)C(NS(=O)(=O)c1cccc2nsnc12)C(C)C (stereo unspecified),26,0.6,0.9,6
O=C(NC(c1ccccc1)c1c(O)c(C(=O)O)cc2ccccc12)c1cccnc1 (stereo unspecified),-1,-0.2,0.0,9
COCCNC(=O)c1cnn2c(C)c(Cc3ccc(Cl)cc3)c(C)nc12,5,0.4,0.0,7
O=C(Nc1ccc(I)cc1)c1cccs1,-4,-0.1,0.0,-57
O=C1C(=O)N(CCCn2ccnc2)C(c2cccc(Br)c2)/C1=C(/O)c1ccc(F)cc1 (stereo unspecified),3,0.9,0.2,12
CC(NC(=O)c1sc(=S)n2c1[nH]c(=O)c1ccccc12)c1ccccc1 (stereo unspecified),5,-1.0,0.2,13
COCCn1c(=NC(=O)Cc2ccccc2)sc2cc(OC)ccc21,-13,0.0,0.1,2

# In the list so far, 14 contain fluorine.
SMILES,MITF inh,GPR151 ag,FBW7 activator,TEAD-YAP inh
CC1CCCN(S(=O)(=O)c2ccc(F)c(C(=O)NCCCN3CCOCC3)c2)C1 (stereo unspecified),12,-0.1,-0.1,-1
O=C(Nc1ccc(OC(F)(F)F)cc1)c1cnn2c1NC(c1ccco1)CC2C(F)(F)F (stereo unspecified),7,0.4,0.0,-9
CC(C)OC(=O)COc1ccc2c(=O)c(Oc3ccc(C(C)(C)C)cc3)c(C(F)(F)F)oc2c1,-10,0.8,-0.1,19
Cc1cccc(N2CCN(S(=O)(=O)c3cc(C(=O)Nc4cc(Cl)cc(Cl)c4)ccc3F)CC2)c1C,5,0.1,0.0,1
CCOC(=O)c1c(NC(=O)CSc2nnc(CNC(=O)c3ccco3)n2-c2cccc(C(F)(F)F)c2)sc2c1CCCC2,-2,0.0,-0.1,-7
Cc1nc2sc(C(c3ccccc3F)N3CCC4(CC3)OCCO4)c(O)n2n1 (stereo unspecified),0,-0.1,0.0,12
COc1nn(C)cc1C(=O)N1CCC(C(=O)NCc2c(F)cccc2F)CC1,20,0.4,0.6,6
CC(C)NC(=O)CSc1nnc(CNc2ccc(F)cc2)n1CC1CCCO1 (stereo unspecified),6,0.5,-0.1,3
Cc1c(C#N)c([N+](=O)[O-])nn1Cc1cccc(C(F)(F)F)c1,-18,0.3,-0.1,0
COc1ccc(C(CC(=O)Nc2cccc(F)c2)N2Cc3ccccc3C2=O)cc1OC (stereo unspecified),-9,-0.1,0.8,-8
CCCCn1c(SCc2ccc(F)cc2Cl)nc2ccsc2c1=O,-9,-0.6,-0.1,-4
CS(=O)(=O)N(CC(=O)N1CCN(c2ccccc2F)CC1)c1cccc2ccccc12,-1,-0.1,0.0,20
O=C(N/N=C/c1c(O)n(-c2ccccc2C(F)(F)F)c(=O)c2ccccc12)C(F)(F)F,4,1.0,-0.1,6
O=C1C(=O)N(CCCn2ccnc2)C(c2cccc(Br)c2)/C1=C(/O)c1ccc(F)cc1 (stereo unspecified),3,0.9,0.2,12
